Akt phos inh – HTS Assay for Inhibitors of Akt Phophorylation: Primary Screen; activity change, % for hits at 50 µM; AID 651550, 2012; 360,000 compounds, 0.32% hits; Neuro2A IGF-stimulated pAkt S473 HTRF, 20 min; stronger effect = lower value; in the data active = activity change below about -80%; inconclusive = mostly about -51% to -80%; also: % is scaled to controls: 0 for no effect and ±100 for the full control effect
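Single-point screen (50 µM final compound) in Neuro2A cells stimulated 20 min with 6 nM IGF at 37 deg C. After lysis, Ser473-phosphorylated Akt read by HTRF (ex 330 nm, em 615/665 nm) as the 665/615 ratio.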
Nrf2 ARE act – qHTS of Nrf2 Activators; AREc32 ARE-luciferase reporter (MCF7-derived line), luminescence, 24 h; Potency, µM (titrated, usually from 46.1 µM), for inactives: at the highest dose activation, usual class: activators; 410,000 compounds, 0.31% hits; AID 624171, 2012; also: potency is read from the fitted curve at half-maximal effect; % of control where 0% means no effect; nearly all actives have a fitted effect of over 65% in size
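Nrf2 activation is followed as ARE-luciferase induction in the AREc32 line after one day of compound treatment; luminescence is read with Steady-Glo.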
Nrf2 block – Nrf2 qHTS screen for inhibitors; 360,000 compounds, 2.1% hits; A549 ARE-Fluc reporter, luciferase luminescence, 18-24 h; AID 504444, 2011; Potency, µM (doses to about 46 µM), inactives show top-dose activity change, negative = inhibition, hits mostly inhibitors; also: potency is read from the fitted curve at half-maximal effect; % is scaled to controls: 0 for no effect and ±100 for the full control effect; nearly all actives have a fitted effect of over 60% in size
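Nrf2 activity is the BugLite luminescence, read 15 min after reagent at room temperature, following CellTiter-Fluor cytotoxicity readout (30 min, 37C). Compound titrations were applied for 18-24 h to 5000 A549 ARE_Fluc cells/well in 5% FBS OPTI-MEM.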
A549 tox – Nrf2 qHTS screen for inhibitors: counterscreen for cytotoxicity; A549 ARE-Fluc cells, CellTiter-Fluor viability, 18-24 h; 390,000 compounds, 0.16% hits; Potency, µM (titrated, usually from 46 µM), inactives show at the top dose activity change, negative = cytotoxicity, actives largely listed as inhibitors; AID 504648, 2011; also: potency is read from the fitted curve at half-maximal effect; % is scaled to controls: 0 for no effect and ±100 for the full control effect
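Cytotoxicity counterscreen: CellTiter-Fluor fluorescence was measured in A549 ARE_Fluc cells after 18-24 h of compound exposure in a concentration series. The subsequent BugLite luminescent read reports ARE-luciferase activity.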
TGFb SMAD3 inh – qHTS for Inhibitors of TGF-b | HepG2 CAGA-GFP TGF-b/SMAD3 reporter, GFP fluorescence, 18 h; TGF-beta stimulated, 500 pg/mL final | Potency, µM (doses to about 46.1 µM), without a hit: at the top dose activity, negative = inhibition, usual class: inhibitors | 410,000 compounds, 1.2% hits; also: potency is read from the fitted curve at half-maximal effect; % is scaled to controls: 0 for no effect and ±100 for the full control effect; nearly all actives have a fitted effect of over 65% in size
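TGF-beta reporter screen: HEPG2 CAGA-GFP, 1% FBS, 500 pg/mL TGF-beta final, 18 h; per-cell GFP summed per well; curves fitted and categorized by class.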
S2 tox – Viability Counterscreen for Primary qHTS for Inhibitors of ATXN expression; Potency, µM (highest dose often 56.7 µM), most hits filed as cytotoxic; S2 cells (HEK-293 line with an ATXN2-luciferase reporter) viability, CellTiter-Fluor protease fluorescence, 24 h; 400,000 compounds, 0.49% hits; also: potency is read from the fitted curve at half-maximal effect; nearly all actives have a fitted effect of over 40% in size
MmCpn inh – Inhibitors of TCP-1 ring complex (TRiC) of Methanococcus maripaludis (MmCpn): qHTS; Chaperonin Mm-Cpn (Methanococcus maripaludis); Potency, µM (doses to about 76.9 µM), for inactives: at the highest dose activity, negative = inhibition, most hits filed as inhibitors; 330,000 compounds, 0.031% hits; purified Mm-Cpn ATPase, ADP Transcreener TR-FRET; AID 504842, 2011; also: potency is read from the fitted curve at half-maximal effect; % is scaled to controls: 0 for no effect and ±100 for the full control effect; nearly all actives have a fitted effect of over 80% in size
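Inhibition of chaperonin ATP hydrolysis is measured as reduced ADP production, detected by competitive TR-FRET in which signal falls with ADP. Final enzyme 25 nM and ATP 10 uM, reacted 30 min at 37°C.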
CCT modulator – High-Throughput Screening for Modulators of Cytosolic Chaperonin Activity. purified chaperonin ATPase assay, HTRF ADP detection, 30 min. activity change, % (no concentration beside the values), hits read low. 360,000 compounds, 0.3% hits. AID 651819, 2012; in the data active = activity change below about -30%; also: % is scaled to controls: 0 for no effect and ±100 for the full control effect
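Nucleotide hydrolysis assay: TRiC at 20–40 nM final (set by batch activity) with 10 uM ATP, 30 min at 37 °C, in presence of 76 uM compound. Detection by competitive ADP HTRF, 30 min ambient.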
HepG2 viability – qHTS for Inhibitors of TGF-b: Cytotox Counterscreen. HepG2 CAGA-GFP viability, ATP luminescence, 18 h. Potency, µM (highest dose often 46.1 µM), for the others: top-dose activity change, negative = cytotoxicity, hits mostly cytotoxic. 410,000 compounds, 0.76% hits. AID 588856, 2011; also: potency is read from the fitted curve at half-maximal effect; some results filed as inactive show a strong effect at the top dose
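HepG2 CAGA-GFP cells (1000/well, DMEM with 1% FBS) received compound, then TGF-beta at 500 pg/mL final, and were incubated 18 hours at 37 degrees C. Viability was read by CellTiter-Glo luminescence. Media-only wells were set as complete cell-killing and DMSO as no toxicity.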
* = called active by the depositor; i = inactive; ? = inconclusive; . = no result given; [ ] = another dose, or the depositor's remark. Unless noted, calls follow the shape of the dose curve; as a rule, active = well fitted curve in the direction sought with a large enough effect; inconclusive = small, poorly fitted or top-dose-only effect, or another doubt; inactive = no such curve, though single readings can be large; an effect the other way counts as inactive or inconclusive.

SMILES	Akt phos inh	Nrf2 ARE act	Nrf2 block	A549 tox	TGFb SMAD3 inh	S2 tox	MmCpn inh	CCT modulator	HepG2 viability
O=C(Nc1ccc(F)cc1)c1ccc(CN2CCc3ccccc3C2)cc1	i	2.9%	5.8µM*	-1%	-24%	i	1%	-2.1	-28%
COCCNC(=O)C(c1ccc(C)cc1)N(Cc1ccco1)C(=O)CCC(=O)Nc1ccccn1 (configuration not stated)	i	0.4%	-4%	1%	-10%	i	-2%	-1.4	-6%
CCc1ccc2[nH]c3nc(C)cc(C)c3c(=O)c2c1	i	4.8%	10%	0%	-6%	i	-1%	3.8	-10%
COCCn1c(C)cc(C(=O)COC(=O)/C=C/c2ccc(OC)cc2OC)c1C	i	0.6%	-22%	-3%	-3%	i	-1%	-0.1	2%
Cc1ccnc(SCCn2c(N3CCN(C)CC3)nc3c2c(=O)n(C)c(=O)n3C)n1	i	-0.7%	16%	-2%	-4%	i	-2%	-4.5	-7%
Cc1ccc(S(=O)(=O)NCc2cc(=O)n(C)c(=O)n2C)cc1C	i	-0.5%	7%	-2%	7%	i	0%	-0.9	-1%
Cc1ccsc1CNC(=O)C1(C)CCN1C(=O)C(C)C (configuration not stated)	i	0.1%	.	.	-3%	i	.	-0.5	4%
COc1ccc(CN(C)CC(=O)NC(C)c2ccccc2)c(OC)c1 (configuration not stated)	i	0.6%	2%	3%	-1%	i	0%	-0.2	-3%
COC(=O)c1cc(C#N)c(Oc2ccccc2)nc1C	i	0.4%	15%	11%	8%	i	.	0.4	1%
CCCOc1ccc(N2C(=O)CC(NCCNc3ccc(S(=O)(=O)CC)cc3)C2=O)cc1 (configuration not stated)	i	-0.8%	0%	-1%	-3%	i	-4%	-0.3	10%
Cc1ccc(NC(=O)COC(=O)c2ccc([N+](=O)[O-])s2)c(C)c1	i	0.0%	2%	3%	1%	i	1%	1.0	-14%
COc1ccc(Cl)c2sc(N(CCN(C)C)C(=O)CCS(=O)(=O)c3ccc(C)cc3)nc12	i	3.4%	-6%	1%	?	?	1%	1.1	-31%
O=C1c2ccccc2NC2CCCCCN12 (configuration not stated)	i	-0.3%	-12%	-10%	18%	i	0%	-0.2	3%
CCN(CC)CCNC(=O)c1ccc(NC(=O)c2cc(S(=O)(=O)N3CCCCC3)ccc2N2CCOCC2)cc1	i	4.4%	16%	18%	?	i	.	0.2	-5%
CN(C)c1cccc(CNC(=O)c2ccc3sc([C@@H]4O[C@H](CO)[C@H](O)[C@H](O)[C@H]4O)nc3c2)c1	i	-0.2%[9.22 µM]	.	.	13%	i	.	-3.1	8%
O=C(O)C1C2C=CC(O2)C1C(=O)Nc1ccc(S(=O)(=O)Nc2ccccc2)cc1 (configuration not stated)	i	0.6%	5%	13%	0%	i	4%	-1.1	-27%
O=C(CCCCl)NC1=NN(c2ccccc2)C(=O)C1	i	3.9%	3%	23%	-22%	i	1%	2.0	0%
CCOc1ccc(NC(=O)NCc2cccn2C)cc1	i	0.4%	?	14%	-3%	i	-18%	-2.5	-5%
O=C(NCCCN1CCCC1=O)Nc1ccc(Cl)cc1Cl	i	-0.4%	25%	-9%	22%	i	-1%	1.3	10%
Cc1[nH]c2ccccc2c1C(c1ccccc1)c1ccc(Cl)s1 (configuration not stated)	.	-0.8%	?	-5%	?	?	.	.	-96%
C=CCn1c(=O)c2ccccc2n2nnc(C(=O)OCC)c12	i	3.1%	7%	1%	0%	i	-3%	-1.8	8%
CC1CSc2ccccc2NC1=S (configuration not stated)	i	-0.7%	-19%	1%	-10%	i	1%	-0.7	0%
COc1ccc(NC(=O)c2ccc(NC(=O)C(C)C)cc2)c([N+](=O)[O-])c1	i	0.7%	-22%	0%	-5%	i	-2%	0.1	-3%
O=C(Cn1cc(S(=O)(=O)Cc2ccccc2Cl)c2ccccc21)Nc1cccc(C(F)(F)F)c1	.	5.3%	?	?	?	.	.	.	16µM*
CN(CCn1ccnc1)Cc1cn(Cc2ccccc2)nc1-c1ccc2c(c1)OCO2	i	0.3%	-5%	-2%	-19%	?	3%	1.0	-31%

The results go on:
SMILES	Akt phos inh	Nrf2 ARE act	Nrf2 block	A549 tox	TGFb SMAD3 inh	S2 tox	MmCpn inh	CCT modulator	HepG2 viability
Cc1noc(C)c1C(=O)NCCc1ccc(S(N)(=O)=O)cc1	i	-0.1%	2%	0%	9%	i	-1%	-0.5	8%
CC(C)NC(=O)C(c1ccc(F)cc1)N(C(=O)CCC(=O)Nc1ccccn1)C1CCCC1 (configuration not stated)	i	0.2%	4%	-6%	-5%	i	-1%	-2.3	-13%
O=C1C=C(c2cccc(O)c2)C[C@@H](c2ccc(F)cc2)C1	i	2.9%	-3%	2%	-18%	i	2%	-2.4	-20%
CCOCCn1c(-c2ccccc2)nc2ccccc21	i	2.9%	11%	3%	2%	i	1%	-0.6	2%
O=C(NC1CCSc2ccccc21)c1ccccc1Cl (configuration not stated)	i	1.7%	0%	11%	-1%	i	1%	-1.5	-18%
CCCCCCNCc1ccc(Br)cc1	i	-0.2%	-17%	9%	-2%	i	-28%	-0.7	-25%
O=C(COc1ccc(Cl)cc1Cl)Nc1ccccn1	i	3.1%	.	0%	8%	i	0%	-9.0	-38%
CCc1ccc(C)[n+](CC(=O)c2cccs2)c1	i	0.7%	?	11%	2%	i	2%	1.1	-19%
CCC1CCCCN1S(=O)(=O)c1ccc(NC(=O)C2CCCO2)cc1 (configuration not stated)	i	-0.6%	2%	3%	2%	i	2%	-4.1	3%
O=C(Nc1nnc(CCN2CCCCC2)s1)c1ccccc1	i	-0.5%	?	6%	2%	i	-3%	-6.9	-6%
Cc1cc(C)c(NC(=O)C(C)n2c(=O)cc(-c3ccccc3)c3c(C)nn(C)c32)c(C)c1 (configuration not stated)	.	-0.8%	3%	-1%	0%	i	.	.	13%
Cc1cc(C)cc(COc2ccc3c(C)c(CC(=O)O)c(=O)oc3c2C)c1	i	-0.6%	?	-4%	-5%	i	2%	-2.8	-6%
O=C1CCCC(O)=C1C=Nc1ccc(O)cc1	i	19%	?	-23%	11%	i	-3%	0.1	-20%
C=CCn1c(SCc2nc3sc(C(=O)O)c(C)c3c(=O)[nH]2)nnc1-c1ccccc1	i	-0.6%	7%	1%	-3%	i	1%	-4.1	1%
CC1(CC(=O)N/N=C/c2ccc(-c3ccc(C(=O)O)cc3)o2)OCCO1	i	0.0%	3%	-2%	7%	i	0%	-5.8	2%
CCCOc1ccc(/C=C2\SC(N)=NC2=O)cc1OC	i	8.8%	-8%	-3%	2%	i	-6%	-3.9	-1%
N#CC1=C2SCN(C3CCCCC3)CN2C(=O)CC1c1ccc(Cl)cc1 (configuration not stated)	.	-0.7%	1%	0%	-27%	?	.	.	-43%
O=S(=O)(NC12CC3CC(CC(C3)C1)C2)c1ccc(F)cc1	i	7.9%	-21%	0%	-15%	i	-3%	-0.6	-21%
CC(C)c1ccc(N2C(=O)CSC23C(=O)N(Cc2ccccc2)c2ccccc23)cc1 (configuration not stated)	.	-1.2%	19%	14%	29%	i	.	.	15%
Cn1c(=S)sc2ccc3ccccc3c21	i	2.5%	?	3%	0%	?	.	-1.3	1%
COc1cc(-c2ccc3oc(-c4ccsc4)cc(=O)c3c2)cc(OC)c1OC	i	-4.1%	?	-10%	?	?	-6%	-1.4	-4%
CCC(CC)C(=O)Nc1nnc(S(=O)(=O)N(C)c2cc(C)cc(C)c2)s1	.	2.2%	21µM*	-6%	-3%	.	.	.	-25%
CN(Cc1cccc(F)c1)C(=O)CNS(=O)(=O)c1ccc2ccccc2c1	i	0.0%	14%	-1%	11%	i	0%	-1.1	2%
CN(Cc1ccccc1)c1ccc(N2C(=O)CCCC2=O)cc1[N+](=O)[O-]	i	-0.8%	2%	-1%	33%	i	3%	-1.5	-5%
COc1ccccc1OCCn1c(=O)oc2ccc(C)cc21	i	4.0%	-8%	13%	10%	i	0%	-2.9	-20%
Cc1ccccc1S(=O)(=O)NC(=O)C1(C)CCN1C(=O)COc1ccc(Cl)cc1 (configuration not stated)	i	0.4%[9.22 µM]	.	.	7%	i	.	0.7	0%
C[C@H]1CC[C@]2(O[C@@H](CCO)C[C@@H](O)[C@@H]2O)O1	i	-1.4%	-5%	3%	16%	i	.	2.1	13%
COc1ccc(-c2nc(N)ncc2-c2csc(C)n2)c(O)c1OC	i	0.2%	-6%	7%	-2%	i	-2%	1.2	-3%
CC(C)NC(=O)C(OC(=O)c1ccccc1)C(OC(=O)c1ccccc1)C(=O)O (configuration not stated)	i	-0.9%	-25%	0%	-7%	i	0%	-1.7	5%

Some of these compounds in order of length of the SMILES, high to low:
SMILES	Akt phos inh	Nrf2 ARE act	Nrf2 block	A549 tox	TGFb SMAD3 inh	S2 tox	MmCpn inh	CCT modulator	HepG2 viability
CN(C)c1cccc(CNC(=O)c2ccc3sc([C@@H]4O[C@H](CO)[C@H](O)[C@H](O)[C@H]4O)nc3c2)c1	i	-0.2%[9.22 µM]	.	.	13%	i	.	-3.1	8%
Cc1ccccc1S(=O)(=O)NC(=O)C1(C)CCN1C(=O)COc1ccc(Cl)cc1 (configuration not stated)	i	0.4%[9.22 µM]	.	.	7%	i	.	0.7	0%
Cc1noc(C)c1C(=O)NCCc1ccc(S(N)(=O)=O)cc1	i	-0.1%	2%	0%	9%	i	-1%	-0.5	8%
CCCCCCNCc1ccc(Br)cc1	i	-0.2%	-17%	9%	-2%	i	-28%	-0.7	-25%
CC1CSc2ccccc2NC1=S (configuration not stated)	i	-0.7%	-19%	1%	-10%	i	1%	-0.7	0%

Bioassay records from PubChem BioAssay.
